GLP1R ag: qHTS of GLP-1 Receptor Agonists. Glucagon-like peptide 1 receptor (Homo sapiens), P43220. HEK293 GLP-1R CRE-luciferase, luminescence, 4-6 h; cells express a hypersensitive GLP-1R form. Potency, µM (titrated, usually from 45.6 µM), without a hit: at the highest dose activation, most hits filed as activators. hit rate 0.007% among 380,000. AID 624172, 2012; note: potency is the fitted concentration of half-maximal effect; % of control where 0% means no effect
Target sequence (P43220 whole entry, looked up): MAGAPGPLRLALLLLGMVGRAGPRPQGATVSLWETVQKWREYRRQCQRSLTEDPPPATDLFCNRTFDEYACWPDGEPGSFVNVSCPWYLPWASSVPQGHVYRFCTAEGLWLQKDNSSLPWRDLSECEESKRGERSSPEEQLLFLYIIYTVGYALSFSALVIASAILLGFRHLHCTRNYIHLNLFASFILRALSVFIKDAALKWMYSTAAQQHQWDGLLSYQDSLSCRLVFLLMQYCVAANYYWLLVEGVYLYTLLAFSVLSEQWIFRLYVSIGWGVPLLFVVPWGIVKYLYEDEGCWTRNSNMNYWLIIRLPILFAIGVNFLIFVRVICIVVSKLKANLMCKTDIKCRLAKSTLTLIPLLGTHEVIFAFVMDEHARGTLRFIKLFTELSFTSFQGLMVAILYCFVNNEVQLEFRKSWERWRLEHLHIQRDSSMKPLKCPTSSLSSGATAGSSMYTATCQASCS
KB-V1 cytotox: qHTS assay for MDR1-selective chemotherapeutics: Primary screen using the drug-selected MDR subline cells KB-V1; KB-V1 MDR cells viability, CellTiter-Glo, 72 h; Potency, µM (highest dose often 46.1 µM), without a hit: top-dose activity change, negative = cytotoxicity, actives largely listed as cytotoxic; hit rate 3.4% among 400,000; note: potency is the fitted concentration of half-maximal effect; % is set by controls: 0 for no effect and ±100 for the full control effect; nearly all actives have a fitted effect of over 60% in size
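Potencies derive from concentration-effect curves fitted to normalized luminescence (CellTiter-Glo) of KB-V1 cells treated for 72 h at 37 degrees C in phenol-red-free DMEM containing 10% FBS.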
D3 ag: qHTS of D3 Dopamine Receptor Agonist: qHTS. D(3) dopamine receptor (Homo sapiens), P35462. D3R DiscoveRx beta-arrestin cells, luminescence, 90 min. max activation, %. hit rate 0.58% among 410,000. AID 652048, 2013; in the data active = max activation above about 30%; note: 0% is about no effect; mostly tested at two doses, the higher about 12 µM
Target sequence (P35462 whole entry, looked up): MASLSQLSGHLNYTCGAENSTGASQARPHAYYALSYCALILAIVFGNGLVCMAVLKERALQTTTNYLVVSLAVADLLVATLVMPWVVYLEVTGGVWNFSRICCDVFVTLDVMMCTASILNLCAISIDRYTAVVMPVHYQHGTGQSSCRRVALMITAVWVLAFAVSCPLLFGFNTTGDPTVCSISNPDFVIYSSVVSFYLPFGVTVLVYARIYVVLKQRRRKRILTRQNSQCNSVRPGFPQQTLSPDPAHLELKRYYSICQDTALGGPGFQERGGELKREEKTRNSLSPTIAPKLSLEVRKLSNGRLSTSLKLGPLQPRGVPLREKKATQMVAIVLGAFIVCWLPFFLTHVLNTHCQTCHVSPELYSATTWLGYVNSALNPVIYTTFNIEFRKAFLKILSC
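Cells at 1500/well, incubated overnight, then treated with pinned compounds (dopamine as control) for 90 min at 37 degrees C. DiscoveRx reagent added for 30 - 60 minutes at room temperature; luminescence read.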
KB-3-1 tox: qHTS assay for MDR1-selective chemotherapeutics: Primary screen using the parental adenocarcinoma cell KB-3-1; KB-3-1 viability, CellTiter-Glo ATP luminescence, 72 h; Potency, µM (series often up to 46.1 µM), without a hit: at the highest dose activity change, negative = cytotoxic, hits mostly cytotoxic; hit rate 1.4% among 400,000; AID 1347075, 2019; note: potency is the fitted concentration of half-maximal effect; % is set by controls: 0 for no effect and ±100 for the full control effect; nearly all actives have a fitted effect of over 60% in size
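Luminescent ATP read-out (CellTiter-Glo) measures survival of drug-naive KB-3-1 cells after 72 h compound exposure at 37 °C. Titration series was screened from lowest to highest concentration, with DMSO vehicle plates as background controls.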
IL1B secr inh: qHTS for Inhibitors of Inflammasome Signaling: IL-1-beta AlphaLISA Primary Screen; THP-1 LPS/ATP IL-1B secretion, AlphaLISA, 16 h; hits give low values; activity change, % at 57.5 µM; hit rate 4.7% among 360,000; in the data active = activity change below about -50%; inconclusive = mostly about -30% to -49%; note: % is set by controls: 0 for no effect and ±100 for the full control effect
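THP-1 cells pretreated 1 hr with compounds (up to 57.5 uM final), then stimulated with LPS (250 ng/mL final) plus ATP (1.25 mM final); secreted IL-1B measured by AlphaLISA after 16 hr, decreased signal indicating inhibition.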
HT1080 IDH1KD tx: qHTS for induction of synthetic lethality in tumor cells producing 2HG: qHTS for the HT-1080-IDH1KD cell line | HT-1080 IDH1 knockdown viability, ATP luminescence, 48 h | Potency, µM (series often up to 46.1 µM), for the others: at the top dose activity, negative = toxicity, hits mostly cytotoxic | hit rate 2% among 360,000 | AID 686971, 2013;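 note: potency is the fitted concentration of half-maximal effect; 0% = DMSO wells and -100% = cell-free medium wells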
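IDH1KD HT-1080 cells, 750/well, RPMI + 5% FBS; compound pinned after 2 h settling; 48 h, 37 °C; CellTiter-Glo luminescence; % activity normalised to DMSO and no-cell wells; curves fitted, classed by r2 and efficacy.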
DRD3 antagonist: qHTS of D3 Dopamine Receptor Antagonist: qHTS | D(3) dopamine receptor (Homo sapiens), P35462 | D3R cells, DiscoveRx beta-arrestin luminescence, antagonist mode; hits give low values | max response, negative = inhibition, % | hit rate 2.5% among 360,000 | AID 652054, 2013; in the data active = max response below about -50%; inconclusive = no clear call, values can overlap the other calls; note: % is set by controls: 0 for no effect and ±100 for the full control effect; mostly tested at two doses, the higher about 12 µM
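Cells plated overnight at 1500 cells/well, then exposed to library compounds with dopamine controls for 90 minutes at 37 degrees C. DiscoveRx reagent added for 30–60 minutes at room temperature; luminescence read, quantitative HTS format.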
HT1080-NT tox: qHTS for induction of synthetic lethality in tumor cells producing 2HG: qHTS for the HT-1080-NT fibrosarcoma cell line; HT-1080-NT fibrosarcoma viability, CellTiter-Glo ATP luminescence, 48 h; Potency, µM (highest dose often 46.1 µM), for the others: top-dose activity, negative = less viability, hits mostly cytotoxic; hit rate 1.6% among 360,000; AID 686970, 2013;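 note: NT is the 2HG producing partner of a matched IDH1 knockdown line; potency is the fitted concentration of half-maximal effect; 0% = DMSO-treated cells and -100% = media-only wells without cells; nearly all actives have a fitted effect of over 55% in size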
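Toxicity toward the 2HG-producing NT line was scored as %Activity, normalised to DMSO and no-cell wells, from CellTiter-Glo luminescence after 48 hours' treatment.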
SW480 rereplic: A quantitative high throughput screen for small molecules that induce DNA re-replication in SW480 colon adenocarcinoma cells | SW480 DNA re-replication, Hoechst DNA content imaging, 48 h | Potency, µM (titrated, usually from 46.1 µM), for inactives: at the highest dose re-replication activation, most hits filed as activators | hit rate 1.8% among 340,000 | AID 624297, 2012; note: potency is the fitted concentration of half-maximal effect; % of control where 0% means no effect; nearly all actives have a fitted effect of over 55% in size
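Readout is total intensity of Hoechst-stained nuclei, excited at 405 nm and collected at 500-530 nm. Compound treatment lasted 48 hr at 37 C in 5% CO2 before staining.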
An asterisk follows results filed as active; ? = inconclusive; . = not tested or not shown; & = joins results of further samples; [ ] = another dose, or the depositor's remark. Unless noted, calls come from the whole dose curve; as a rule, active = well fitted curve in the direction sought with a large enough effect; inconclusive = small, poorly fitted or top-dose-only effect, or another doubt; inactive = no such curve, though single readings can be large; an effect the other way counts as inactive or inconclusive.

cpd | mol | GLP1R ag | KB-V1 cytotox | D3 ag | KB-3-1 tox | IL1B secr inh
1 | O=C(Nc1ccccc1N1CCCCC1)c1ccc2nccnc2c1 | 22% | -21% | -3 | -5% | 5
2 | CSCCC(NC(=O)c1ccccc1Br)C(=O)NCC(C)(C)N1CCOCC1 (centres undefined) | -10% | -26% | -9 | 9% | 13
3 | CCCn1c(O)c(N=N)c2ccccc21 | -5% | -13% | -11 | 0% | 7
4 | COc1cc(-c2ccc(NC(=O)c3ccc(C)cc3)c(OC)c2)ccc1NC(=O)c1ccc(C)cc1 | 2% | -8% | 0 | -5% | -10
5 | COc1ccc2c(c1)CN(C)S(=O)(=O)c1ccccc1-2 | 16% | 10% | 8 | ? | 11
6 | O=c1[nH]c(/C=C\c2ccc(O)c(O)c2)nc(O)c1[N+](=O)[O-] | 2% | 3% | 11 | -2% | 12
7 | C=CCc1cc(/C=C/c2nc(O)c([N+](=O)[O-])c(=O)[nH]2)cc(OC)c1O | 1% | -4% | -6 | 13% | 7
8 | COc1cccc(NC(=O)c2cccnn2)c1 | -1% | -8% | -10 | 2% | -27
9 | CC(=O)Nc1ccc(NC(=O)C23CC4CC(C2)CC(n2cnc(Br)n2)(C4)C3)cc1 | 3% | 2% | 2 | -4% | 0
10 | O=C(Nc1ccccc1C(=O)N/N=C/c1ccncc1)c1ccccc1 | 4% | 0% | 10 | ? | 28
11 | CC1CCCCN1CC(=O)Nc1ccc2c(c1)OCO2 (centres undefined) | -6% | 6% | -19 | 12% | -7
12 | S=C(NC1CC1)N1CCN(C(=S)NC2CC2)CC1 | 2% | ? | 0 | 26% | 20
13 | CCCCN(C(=O)c1ccc(-n2nc(C)cc2C)cc1)c1c(N)n(CCC)c(=O)[nH]c1=O | -13% | -1% | -2 | -1% | 2
14 | CCCCOC(=O)Nc1nnc(CCc2ccccc2)s1 | -3% | ? | 3 | ? | 22
15 | O=C(O)C[C@H]1c2cc(C(F)(F)F)ccc2S(=O)(=O)N1C1CCCC1 | -5% | 25%&-2% | 3 | 6%&8% | -14

cpd | HT1080 IDH1KD tx | DRD3 antagonist | HT1080-NT tox | SW480 rereplic
1 | -6% | -7 | -4% | -9%
2 | 3% | -11 | 3% | 3%
3 | -9% | -8 | -4% | -7%
4 | 7% | ? | 6% | 2.6µM*
5 | 3% | 25 | 4% | -1%
6 | 2% | 0 | 13% | -28%[1.84 µM]
7 | 1% | 0 | 15% | 2%
8 | -2% | ? | 0% | -9%
9 | 1% | 4 | -8% | -44%[inhibitor]
10 | 9.2µM* | 13 | 21µM* | 9%
11 | 3% | 4 | 1% | -19%
12 | 20% | 5 | 1% | -4%
13 | 4% | 6 | 9% | 2%
14 | 5% | 22 | 4% | 16%
15 | 0% | 3 | 0% | -4%[9.22 µM]

(continued)
cpd | mol | GLP1R ag | KB-V1 cytotox | D3 ag | KB-3-1 tox | IL1B secr inh
16 | Cc1nnc(SCc2cc(=O)[nH]c(/N=C(\N)Nc3ccccc3Sc3ccccc3)n2)s1 | 9% | 0% | -2 | 0% | 25
17 | O=C(Nc1cccc(S(=O)(=O)N2CCCC2)c1)c1ccc2c(c1)OCO2 | 0% | ? | 10 | -1% | 25
18 | CNC(=S)NNC(=O)c1sc2cc(C(F)(F)F)cnc2c1-c1cccnc1 | 6% | 0% | -7 | -5% | 26
19 | CNC(=S)Nc1cc(S(=O)(=O)Nc2cc(Cl)ccc2Cl)ccc1N1CCCC1 | -2% | 9% | 1 | 0% | -10
20 | CC(=O)NCCNC(=O)CCNC(=O)c1ccc(Cl)cc1 | -2% | 0% | -2 | -4% | -16
21 | O=C(Nc1ncnc2sc3c(c12)CCC3)c1ccco1 | 4% | -1% | 4 | -7% | -6
22 | COc1ccc(NS(=O)(=O)c2cc(NC(=O)c3cncc(Br)c3)ccc2OC)cc1 | -15% | ? | 0 | -2% | -13
23 | CC1(C)CC(=O)C(N=Nc2ccc3ncsc3c2)=C(O)C1 | -6% | 5% | -3 | 3% | 24
24 | CN(C)C(=O)c1cc(C(=O)c2ccc(Cl)cc2Cl)c[nH]1 | 9% | 5% | -4 | 0% | -10
25 | COc1ccc(CN2C(=O)C(CC(=O)NCc3cccs3)CC(C(=O)N(C)C)=C2C)cc1 (centres undefined) | -5% | 7% | -11 | 0% | -9
26 | CCCCNC(=O)N1CCN(c2ccnc3cc(Cl)ccc23)CC1 | 5% | -16% | 28 | 0% | -22
27 | CN1CCN(c2nc3c(c(=O)n(C)c(=O)n3C)n2Cc2ccccc2F)CC1 | -10% | -9% | -2 | -9% | -12
28 | Cc1cccc(N2CCN(C(=S)Nc3ccc4nc(N5CCN(C)CC5)cc(C)c4c3)CC2)c1C | -2% | ? | -2 | ? | 4
29 | CC(c1ccccc1)c1nnc(NC(=O)c2ccc3c(c2)OCO3)s1 (centres undefined) | 2% | 15µM* | -1 | ? | -10
30 | Cc1ccc(NC(=O)C(Nc2cccc(C)c2)c2ccccc2)cc1 (centres undefined) | 5% | -4% | -4 | -14% | -15

cpd | HT1080 IDH1KD tx | DRD3 antagonist | HT1080-NT tox | SW480 rereplic
16 | 0% | -5 | 7% | -7%
17 | -2% | 9 | 0% | -5%
18 | -1% | -10 | -7% | -4%
19 | -8% | -17 | -11% | -13%
20 | -1% | -12 | 1% | -8%
21 | 8% | 20 | 7% | -2%
22 | -15% | 15 | 0% | -3%
23 | 0% | ? | 4% | -8%
24 | -18% | -20 | -5% | -8%
25 | 7% | -23 | 1% | .
26 | 3% | 15 | -3% | -5%
27 | 1% | 2 | 3% | 0%[9.22 µM]
28 | 1% | -25 | -10% | -3%
29 | ? | 11 | -1% | 15µM*
30 | -16% | 15 | -29% | -2%

Four structures from above, sorted by number of heavy atoms, rising:
cpd | mol | GLP1R ag | KB-V1 cytotox | D3 ag | KB-3-1 tox | IL1B secr inh
8 | COc1cccc(NC(=O)c2cccnn2)c1 | -1% | -8% | -10 | 2% | -27
14 | CCCCOC(=O)Nc1nnc(CCc2ccccc2)s1 | -3% | ? | 3 | ? | 22
15 | O=C(O)C[C@H]1c2cc(C(F)(F)F)ccc2S(=O)(=O)N1C1CCCC1 | -5% | 25%&-2% | 3 | 6%&8% | -14
10 | O=C(Nc1ccccc1C(=O)N/N=C/c1ccncc1)c1ccccc1 | 4% | 0% | 10 | ? | 28

cpd | HT1080 IDH1KD tx | DRD3 antagonist | HT1080-NT tox | SW480 rereplic
8 | -2% | ? | 0% | -9%
14 | 5% | 22 | 4% | 16%
15 | 0% | 3 | 0% | -4%[9.22 µM]
10 | 9.2µM* | 13 | 21µM* | 9%

(more compounds)
cpd | mol | GLP1R ag | KB-V1 cytotox | D3 ag | KB-3-1 tox | IL1B secr inh
31 | COc1ccc2c(c1)c(CC(=O)Nc1ccc(C(C)=O)cc1)c(C)n2C(=O)c1ccc(Cl)cc1 | -1% | ? | -10&-3 | 0% | -5
32 | O=C(CCS(=O)(=O)c1cccc2nsnc12)Nc1ccc(F)cc1 | 0% | -4% | 3 | 11% | .
33 | CCOc1cccc(-c2nn(-c3ccccc3)cc2/C=C(/C#N)C(=O)NCCCn2ccnc2)c1 | -2% | ? | -9 | -29% | -99*
34 | CC1CCN(C(=O)CN2C(=O)NC3(CCCc4ccccc43)C2=O)CC1 (centres undefined) | 8% | 1% | -7 | -1% | -4
35 | CCOP(=O)(c1ccccc1)c1nc(-c2ccccc2Cl)oc1N1CCCCC1 (centres undefined) | 5% | -11% | 0 | -26% | -67*
36 | Cc1cccc(-c2cc(NC=O)c3ncc(-c4cccc(C(=O)N(C)C)c4)n3c2)c1 | 18% | ? | 4 | 0% | 16
37 | S=C1NCCNC(=S)NCCOCCN1 | 6% | ? | 3 | 2% | 22
38 | CCOC(=O)c1sc(NC(=O)CN2CCN(c3ccccc3)CC2)nc1C | -1% | 0% | 2 | 17% | 3
39 | O=[N+]([O-])c1cccc(CN2[C@@H](Cc3ccccc3)COCCS2(=O)=O)c1 | 10% | 12% | -13 | 3% | -8
40 | CCc1ccccc1N(CC(=O)NC1CCCC1)C(=O)CNC(=O)c1cccs1 | 1% | ? | -26 | 6% | 5
41 | Cc1cccc(NC(=O)N(Cc2cc3cc(C)cc(C)c3[nH]c2=O)CC2COCCO2)c1 (centres undefined) | 2% | 6% | -5 | 15% | .
42 | CC(=O)NC1(c2nnnn2CCOC(=O)Nc2ccc(Cl)cc2)CCCC1 | 1% | ? | 22 | -4% | 6
43 | COc1ccc(CNc2nc3ccccc3n2Cc2ccc(C)cc2)cc1OC | 19% | 3.3µM* | -22 | -9% | 11
44 | COc1ccc(C(=O)Nc2ccc(S(=O)(=O)NC(C)=O)cc2)cc1 | 1% | 5% | 6 | 0% | 0

cpd | HT1080 IDH1KD tx | DRD3 antagonist | HT1080-NT tox | SW480 rereplic
31 | -5% | -30 | 0% | -18%
32 | . | . | . | .
33 | ? | -17 | 26µM* | ?
34 | -5% | -3 | -1% | 27%
35 | ? | -73* | ? | ?
36 | 0% | 9 | ? | .
37 | 11% | 7 | -2% | -9%
38 | -7% | -2 | -12% | ?
39 | -2% | 0 | 2% | -2%
40 | 3% | -3 | 12% | -4%
41 | ? | 11 | -27% | ?
42 | 9% | 1 | -3% | 1%
43 | 9% | -30 | -1% | 16%
44 | 5% | -24 | -4% | -2%

Source: PubChem BioAssay
